Screens: PubChem BioAssay, Fisher Drug Discovery Resource Center
hcGAS inh = Primary biochemical luminescence assay for human cyclic GMP-AMP synthase inhibitors; Q8N884; recombinant h-cGAS, ATP depletion, Kinase-Glo luminescence; inhibition, % at 12.5 µM; actives 0.081% (n = 290,000); AID 1259398, 2018;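 also: 0% = vehicle reaction and 100% = reaction without DNA for no activity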
Target sequence (Q8N884 whole entry, looked up): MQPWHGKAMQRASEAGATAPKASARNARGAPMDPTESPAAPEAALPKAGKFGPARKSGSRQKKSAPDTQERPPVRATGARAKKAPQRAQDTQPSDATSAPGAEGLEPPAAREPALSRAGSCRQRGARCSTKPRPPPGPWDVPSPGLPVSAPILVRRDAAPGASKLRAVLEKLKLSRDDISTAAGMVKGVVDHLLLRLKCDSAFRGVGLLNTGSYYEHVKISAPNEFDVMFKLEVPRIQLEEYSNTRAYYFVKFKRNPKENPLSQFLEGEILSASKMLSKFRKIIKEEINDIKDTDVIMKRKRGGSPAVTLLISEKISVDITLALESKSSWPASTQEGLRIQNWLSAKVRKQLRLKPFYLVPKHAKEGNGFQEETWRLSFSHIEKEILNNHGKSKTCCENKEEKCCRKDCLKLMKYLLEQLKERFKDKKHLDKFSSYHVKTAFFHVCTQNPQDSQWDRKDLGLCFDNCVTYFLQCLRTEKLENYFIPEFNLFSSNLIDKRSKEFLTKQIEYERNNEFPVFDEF
NPYLR7 agonist = agonists of mosquito NPYLR7 receptor, primary screen, cell-based, Aedes aegypti, calcium fluorescence, mosquito biting behavior; HEK293T NPYLR7/Galpha15, GCaMP6s calcium fluorescence; activation, % at 10 µM; actives 0.15% (n = 270,000); in the data active = activation above about 40%;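 also: 0% = vehicle and 100% = reference agonist at the receptor; some compounds past the cut are filed as inactive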
mcGAS inh = cyclic GMP-AMP synthase inhibitors, mouse, primary biochemical chemiluminescence; Q8C6L5; recombinant cGAS, Kinase-Glo ATP depletion luminescence; inhibition, % at 12.5 µM; actives 0.15% (n = 160,000);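 also: 0% = negative control wells and 100% = reference inhibitor with no enzyme activity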
* marks the source's active call; other numbers are inactive results; . = no result given; & = joins results of further samples. Rule as the data show it, unless noted: active = inhibition above about 40%; inactive = the rest.

Second line of a record: hcGAS inh	mcGAS inh	NPYLR7 agonist
> COCCn1cc(NC(=O)NCCc2ccccc2)c2ccccc21
→ -12.1	.	15.8
> O=C(NCc1ccc2c(c1)OCO2)c1ccccc1SCc1ccco1
→ -1.6	-6.4	8.7
> C=C(C)CNC(=O)c1cncn1-c1ccc(-c2ccc(F)c(F)c2)cc1
→ -4.0	-6.5	21.8
> Cc1cccc(N=Cc2nc(/C=C/c3cccc([N+](=O)[O-])c3)oc2O)n1
→ -4.9	-6.1	-2.1
> CCCCCNC(=O)c1cc(-c2ccc(OCC)cc2)nc2ccccc12
→ -1.4	-5.3	8.4
> COc1ccccc1CCN1CCC(CN(C)C(=O)C2=NNC(=O)CC2)CC1
→ -1.8	.	1.3
> CC(C)Cc1nc(N2CCCN(C(=O)c3ccc(Cl)cc3Cl)CC2)c2c(-c3cccc(C(F)(F)F)c3)noc2n1
→ -1.4	-0.6	2.6
> Cn1cnnc1Sc1nc2c(c(=O)[nH]c(=O)n2C)n1CCc1ccccc1
→ -10.4	-8.4	.
> c1ccc(Nc2nc(-c3cccnc3)nc3ccccc23)cc1
→ -1.7	0.6	5.9
> COc1cccc(-c2nc3c(NCCc4ccccn4)nccc3[nH]2)c1F
→ -0.6	-1.1	-6.8
> CC(C)n1nccc1NC(=O)c1cc(C2CC2)nn1-c1ccccc1
→ -8.6	-6.6	7.2
> Cc1cc(C(=O)NC2(C(N)=O)CCCCC2)c(C)s1
→ -7.8	-12.8	1.6
> CCCCS/C=C1\CCCC(C)(C)C1(O)CSc1nccn1C (stereo not given)
→ -2.0	.	5.2
> Cc1nn2c(=O)[nH]c(SCC(=O)Nc3ccccc3F)nc2c1-c1ccccc1
→ 37.5	-2.1	17.0
> O=C1NC(CCC(=O)N2CC=CCC2)C(=O)N(Cc2ccccc2)c2ccccc21 (stereo not given)
→ -8.6	.	1.2
> O=C(Nc1cccc(-c2nc3ccccc3[nH]2)c1)c1cc2ccccc2oc1=O
→ -8.1	-5.5	-3.0
> CC(Cl)C(=O)N1CCC(C(=O)NCCNC(=O)c2ccccc2)CC1 (stereo not given)
→ -4.7	-8.5	3.6
> C=CCn1c(=NC(=O)CCC)sc2cccc(OCC)c21
→ -7.3	-8.1	-0.2
> Cc1ccc(C)c(NC(=O)C(c2ccccc2)N2CCN(S(=O)(=O)N(C)C)CC2)c1 (stereo not given)
→ -6.5	.	1.2
> COCc1c(Br)c(C)nc(OCC(=O)N/N=C\c2c(O)ccc3ccccc23)c1C#N
→ -5.9	-5.7	9.5
> CNS(=O)(=O)c1ccc(CN2CCCC2c2ccc(F)cc2)cc1 (stereo not given)
→ -0.3	.	-1.8
> Nc1cc(C(=O)N2CCOC(Cc3cccc(C(F)(F)F)c3)C2)ccn1 (stereo not given)
→ -11.3	.	4.4
> CCOc1nc(-c2cccc(C(F)(F)F)c2)n(-c2cccc(NS(=O)(=O)c3ccc(F)cc3)c2)n1
→ 0.2	-2.9	-1.7
> O=C(C=Cc1ccco1)N1CCN(Cc2ccccc2)CC1
→ -3.0	-5.2	-4.8
> Cc1ccsc1CN(C)c1cc(N(C)C)ncn1
→ -8.7	.	-6.7
> CCOC(=O)c1cc(-c2cccc(NC(=O)COc3ccc(Cl)cc3)c2)n(-c2ccccn2)n1
→ -6.8	-6.4	4.1
> CN1Cc2c(C(=O)OC(C)(C)C)ncn2-c2ccsc2C1=O
→ -6.2	.	-8.1
> CNc1cncc(-c2ccc(F)c(F)c2)n1
→ -7.6	.	7.1
> NC(N)=NCCN1CCOCC1
→ -1.5	.	0.6
> CC(C)N(Cc1cc(NC(=O)c2cccs2)ccc1N(C)C)S(C)(=O)=O
→ 0.1	3.6	-10.8

Given field by field: entries from further up
canonical_smiles: COCCn1cc(NC(=O)NCCc2ccccc2)c2ccccc21
  hcGAS inh: -12.1 | mcGAS inh: . | NPYLR7 agonist: 15.8

canonical_smiles: O=C(NCc1ccc2c(c1)OCO2)c1ccccc1SCc1ccco1
  hcGAS inh: -1.6 | mcGAS inh: -6.4 | NPYLR7 agonist: 8.7

canonical_smiles: C=C(C)CNC(=O)c1cncn1-c1ccc(-c2ccc(F)c(F)c2)cc1
  hcGAS inh: -4.0 | mcGAS inh: -6.5 | NPYLR7 agonist: 21.8

Additional results follow.
Second line of a record: hcGAS inh	mcGAS inh	NPYLR7 agonist
> Cc1ccc(S(=O)(=O)NCC(C)n2nc(C)c(C)c2C)cc1 (stereo not given)
→ -4.4	.	5.5
> COCC(=O)N1CC(CN2CCN(c3ccccc3)CC2)C(c2cccc(OC)c2)C1 (stereo not given)
→ -8.3	-4.8	.
> CCOc1cc(C=C2N=C(c3ccc(C)c(C)c3)OC2=O)ccc1OC(C)C(=O)N(C)C (stereo not given)
→ -2.4	.	-1.4
> CCCN(CC(=O)N(CCc1ccc(OC)c(OC)c1)Cc1ccc(C)s1)C(=O)Nc1cccc(F)c1
→ 25.9	1.3	-6.4
> CCc1nc(SCC(=O)NCc2nc(C)cc(C(F)(F)F)n2)n[nH]1
→ -4.3	-16.7	8.1
> CN(C)c1ccc(NC(=O)c2cccc(F)c2)cc1CN(C(=O)c1cccc(F)c1)C1CCCCC1
→ -3.3	-8.3	1.9
> O=C(Nc1ccccc1N1CCCC1)c1ccc2c(c1)OCCCO2
→ -17.0	-6.8	0.7
> COCCN(CC(=O)N1CC(=O)N(c2cccc(C)c2)C1)C(=O)c1ccc(Cl)c(Cl)c1
→ -5.3	-5.6	0.2
> Cc1ccc(C(=O)N2CCC3(CC2)C(=O)N(CC(=O)NCc2ccco2)CN3c2ccccc2)cc1[N+](=O)[O-]
→ -10.7	-5.4	14.4
> COc1ccsc1C(=O)Nc1ncc(Cl)s1
→ -3.8	-11.9	7.8
> CCCC(CCC)C(=O)NCCCN(C)c1ccccc1
→ -2.5	-5.5	-12.5
> O=C(CN1CCN(CCC(=O)Nc2ccccc2F)CC1)Nc1ccc(F)cc1
→ -2.2	.	-0.5
> CC1CN(Cc2cc3c(cc2O)CCC3)CC(c2ccccc2)O1 (stereo not given)
→ -18.5&-7.3	-16.4	5.6&-2.0
> COc1ccc(CC(N)c2csc(Nc3nncc4ccccc34)n2)cc1 (stereo not given)
→ 1.9	1.0	-5.3
> CCn1ncc2[nH]c(-c3cnn(C)c3-c3ccccc3)nc21
→ -3.2	-16.0	-4.5
> NC(c1ccc(-c2ccccc2)cc1)C(F)(F)F (stereo not given)
→ -1.8	.	13.9
> CC(=O)Nc1nnc(CCS(=O)(=O)c2ccc(Cl)cc2)s1
→ -4.9	-8.8	2.2
> C(=C\CSC1=NCCN1)/CSC1=NCCN1
→ -3.3	.	9.5
> Cc1cc(C)n(CCNc2nc3c(C(C)C)cccc3s2)n1
→ -4.4	.	1.7
> O=C(CNC(=O)Cc1ccc(Cl)cc1)N=Nc1c(O)[nH]c2ccc([N+](=O)[O-])cc12
→ -0.4	-4.2	-2.7
> CCOc1ccccc1C(=O)N1CCN(Cc2nnnn2-c2ccc(OC)cc2)CC1
→ -8.6	-8.3	-1.8
> COc1ccc(CN(CCC(C)C)CC(O)COc2ccccc2)cc1OC (stereo not given)
→ -3.5	-4.8	19.9
> CCCCN(CCCC)C(=O)Nc1ccc(S(C)(=O)=O)cc1
→ -2.3	-2.8	5.6
> CCn1cc(CN(Cc2cc3c(cc2Cl)OCO3)CC(C)C)cn1
→ -6.4	-11.5	5.2
> CC(C)(CN1CCN(c2ncc(Cl)cn2)CC1)N1CCOCC1
→ -5.8	.	7.3
> Cc1ccccc1-c1cccc(C(=O)N2CCc3c(nc[nH]c3=O)C2)c1
→ 6.4	.	-1.2
> O=C(NCc1ccco1)c1cc2cc(Cl)ccc2oc1=O
→ -4.4	-4.1	-4.5
> Cc1ccc(S(=O)(=O)N2CCN(CC(OCc3c(F)cccc3F)c3ccc(Cl)cc3)CC2)cc1F (stereo not given)
→ -7.0	-5.6	.
> COc1ccc(CCNC(=O)NCc2nnnn2-c2ccccc2)cc1
→ 11.9	.	-6.2
> COn1c(C)c(C)c2c3no[n+]([O-])c3ccc21
→ -3.5	-7.5	-0.8

Reformatted bar-delimited: part of the list above
SMILES | hcGAS inh | mcGAS inh | NPYLR7 agonist
CC(C)(CN1CCN(c2ncc(Cl)cn2)CC1)N1CCOCC1 | -5.8 | . | 7.3
Cc1cc(C)n(CCNc2nc3c(C(C)C)cccc3s2)n1 | -4.4 | . | 1.7

Other entries follow.
Second line of a record: hcGAS inh	mcGAS inh	NPYLR7 agonist
> C=CCn1c(=S)[nH]c2ncccc2c1=O
→ 1.9	.	5.2
> Cc1ccc(Cc2nc(N3CCN(C(=O)C(Cl)c4ccccc4)CC3)c3c(C)nn(-c4ccc(F)cc4)c3n2)cc1 (stereo not given)
→ -0.3	-5.3	-3.7
> COc1cc(=O)n(-c2ccccc2C)nc1C(=O)N(C)Cc1ccccc1
→ 0.9	-0.9	-6.1
> CCCc1nnc(-c2cc3ccccc3n2CC(=O)NCCOC)o1
→ -2.0	-9.9	4.1
> Cc1cc(C(=O)CCC(=O)N2CCN(C(=O)c3ccco3)CC2)c(C)s1
→ -6.0	-4.3	7.0
> CC(C)(C)c1csc(CO)n1
→ -5.0	.	-11.3
> O=C(CSc1nc2c(-c3ccccc3)c[nH]c2c(=O)n1C1CC1)Nc1ccc2c(c1)OCCO2
→ -0.2	-0.3	-2.5
> COc1ccccc1NC(=O)Cn1c2c(cc(C#N)c1=O)C(=O)CC(C)(C)C2
→ -4.9	-6.9	-0.7
> Cc1cc(Br)ccc1NC(=O)CNC(=O)Cn1c(=O)n(C)c2ccccc21
→ -11.0	-8.4	10.4
> COc1ccc(N2CCN(C(=O)c3ccco3)C(C)C2=O)c(OC)c1 (stereo not given)
→ -1.5	-3.9	-0.4
> Cc1nc2ccccc2nc1SCCc1nc2ccccc2c(=O)[nH]1
→ -8.1	.	4.4
> CCc1nc2ccc(C(=O)NCCc3ccccn3)cn2c1N(C)C(=O)Cc1ccccc1
→ -6.8	-4.6	-4.8
> COC(=O)c1c(NC(=O)CCl)sc2c1CCCC2
→ -4.7	4.5	3.8
> COC(=O)c1ccc(C=NNc2ncnc3sc(C)c(C)c23)cc1
→ -4.5	-5.9	1.3
> CC(C)NC(=O)c1cnc(N2CCN(Cc3ccccc3)C2=O)s1
→ -6.7	.	0.9
> CNC(=O)CN(C(=O)c1sccc1OC)c1cccc(F)c1
→ -8.3	-5.4	1.3
> COc1cc(C=C2N=C(c3cc(OC)c(OC)c(OC)c3)OC2=O)ccc1OC(C)C
→ 5.0	-2.2	6.0
> CC(C)(C)NC(=O)NC(=O)COC(=O)CSC(C)(C)C
→ -6.6	.	3.7
> Cc1ccccc1C(=O)NCCC(=O)N=c1sc2ccccc2n1C
→ -15.4	.	-0.9
> CCCCC(CC)C(=O)N1CCC(CCc2ccccc2)CC1 (stereo not given)
→ 4.3	0.9	3.9
> COC(=O)c1sc(NC(=O)COC(=O)C2CCC2)c(C(=O)OC)c1C
→ -5.5	.	3.9
> CCc1nc2n(n1)C(=O)C(C(c1ccc(Cl)cc1)N1CCCC1)S2 (stereo not given)
→ -13.4	-7.8	2.0
> Cc1nnc(SCC(=O)N2CCOCC2)n1-c1cccc(Cl)c1
→ -0.5	1.2	-6.2
> O=C(COC1CCCC1)Nc1ccc2c(c1)S(=O)(=O)C=C2
→ 1.1	.	-2.8
> c1ccc2sc(CSc3nnc4c(n3)[nH]c3ccccc34)nc2c1
→ 0.8	.	-6.2
> CC[C@@H]1SC2(CCN(C)CC2)NC1=O
→ 1.4	-3.6	0.8
> Cc1ccc2ncn(C3CCN(C(=O)c4cccc(Cl)c4)CC3)c2c1
→ -3.0	-4.7	2.9
> Clc1cccc(Cl)c1OCCOc1cccc2cccnc12
→ -5.3	.	3.4
> Cc1ccc(OCc2cc(C(=O)N3CC=C(c4ccc(F)cc4)CC3)no2)cc1C
→ -12.2	-9.1	1.3
> CCNc1cc(NCCNC(=O)CC(C)C)nc(C)n1
→ -2.2	.	10.3
> Cc1cccc(-c2cn[nH]c2C2CCN(C(=O)c3cnn4ccn(C)c34)CC2)c1
→ 1.9	.	0.3
> C=CCNC(=O)COc1cccc2c(=O)n(CCC)ccc12
→ -8.2	-8.7	-1.8
> CN1C(=CC=C(C#N)C#N)C=Cc2ccccc21
→ 9.6	.	-5.6
> C=CCn1c(SCc2ccc(C#N)cc2)nnc1-c1ccc(OC)cc1
→ -4.8	-4.7	.
> Cc1ccccc1-c1cc(NS(=O)(=O)c2ccc(Cl)s2)n[nH]1
→ -11.5	-18.4	-1.1
> COC(=O)c1ccc(NC(=O)CSc2nc(=O)n(CCCN(C)C)c3c2CCC3)cc1
→ -4.6	-6.5	0.3
> CSc1nc(C)c(C(=O)Nc2ccccc2)c(-c2ccc(Br)cc2)c1C#N
→ -8.8	-6.9	15.8
> NC(=O)c1ccc(NC(=O)COC(=O)c2ccc(N3CCCCC3)c([N+](=O)[O-])c2)cc1
→ -7.0	-5.8	35.1
> Cc1cc(C)n(C(=O)C2C3CC4CC(C3)CC2C4)n1 (stereo not given)
→ -1.3	.	-4.3
> CC(c1cn(-c2ccccc2)nn1)N1CCc2nn(C)c(=O)cc2C1 (stereo not given)
→ -6.0	.	0.0
> Cc1cccc(-c2ccnc3nc(N4CCN(C(=O)c5cc(C)oc5C)CC4)nn23)c1
→ 3.0	-1.6	-1.2
> COc1ccc(-n2nnc3c(SCC(=O)N4CCOCC4)ncnc32)cc1
→ -1.6	0.1	-0.6
> CCN(CC)CCN(CC(C)C)C(=O)Nc1ccc(F)cc1
→ -7.2	.	6.8
> O=C(c1ccc2nc(CO)[nH]c2c1)N1C[C@@H]2[C@@H]3CC[C@@H](C3)[C@@H]2C1
→ -2.9	.	-11.4
> COCCCNC(=O)c1csc(CSc2nnc(-c3ccncc3)n2-c2cccc(Cl)c2)n1
→ -14.8	-4.2	-10.1
> NS(=O)(=O)c1ccc(NC(=O)C2=COCCO2)cc1
→ -8.2	.	3.3
